High-throughput results from PubChem.
FBW7 activator: FBW7 E3 ligase activators, primary screen, biochemical, AlphaScreen, human; AID 1259310, 2017; F-box/WD repeat-containing protein 7 (Homo sapiens), Q969H0; AlphaScreen FBW7–phospho-cyclin E peptide binding, activator screen; normalized activity (activation), % at 26.1 µM; 0.13% of 650,000 active; in the data active = normalized activity above about 1.9%;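 also: purified mutant Fbw7 with reduced substrate affinity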
GPR151 activ: activators of human GPR151, primary screen, cell-based, PathHunter beta-arrestin, luminescence | G-protein coupled receptor 151 (Homo sapiens), Q8TDV0 | PathHunter beta-arrestin GPR151 cells | activation, % at 11.2 µM | 1% of 650,000 active | AID 1508602, 2020; in the data active = activation above about 4.9%;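 also: 0% = median of compound wells and 100% = cells with positive control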
Target sequence (Q8TDV0 whole entry, looked up): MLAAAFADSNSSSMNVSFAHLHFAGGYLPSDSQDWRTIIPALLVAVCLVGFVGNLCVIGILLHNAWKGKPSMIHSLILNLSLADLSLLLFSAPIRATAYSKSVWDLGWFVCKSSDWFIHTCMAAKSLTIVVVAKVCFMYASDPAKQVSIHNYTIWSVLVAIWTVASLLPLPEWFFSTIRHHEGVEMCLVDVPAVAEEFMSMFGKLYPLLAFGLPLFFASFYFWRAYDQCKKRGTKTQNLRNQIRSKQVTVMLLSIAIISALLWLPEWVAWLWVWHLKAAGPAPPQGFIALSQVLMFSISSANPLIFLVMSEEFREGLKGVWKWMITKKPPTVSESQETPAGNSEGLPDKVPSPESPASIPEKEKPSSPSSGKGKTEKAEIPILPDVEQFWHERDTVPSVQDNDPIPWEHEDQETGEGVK
MITF inh: MITF inhibitors, primary screen, biochemical, AlphaScreen, human; Microphthalmia-associated transcription factor (Homo sapiens), O75030; AlphaScreen MITF homodimerization, bead proximity signal; inhibition, % at 2.6 µM; 0.91% of 650,000 active; AID 1259374, 2018; in the data active = inhibition above about 50%;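 also: 0% = vehicle wells with protein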
Target sequence (O75030 whole entry, looked up): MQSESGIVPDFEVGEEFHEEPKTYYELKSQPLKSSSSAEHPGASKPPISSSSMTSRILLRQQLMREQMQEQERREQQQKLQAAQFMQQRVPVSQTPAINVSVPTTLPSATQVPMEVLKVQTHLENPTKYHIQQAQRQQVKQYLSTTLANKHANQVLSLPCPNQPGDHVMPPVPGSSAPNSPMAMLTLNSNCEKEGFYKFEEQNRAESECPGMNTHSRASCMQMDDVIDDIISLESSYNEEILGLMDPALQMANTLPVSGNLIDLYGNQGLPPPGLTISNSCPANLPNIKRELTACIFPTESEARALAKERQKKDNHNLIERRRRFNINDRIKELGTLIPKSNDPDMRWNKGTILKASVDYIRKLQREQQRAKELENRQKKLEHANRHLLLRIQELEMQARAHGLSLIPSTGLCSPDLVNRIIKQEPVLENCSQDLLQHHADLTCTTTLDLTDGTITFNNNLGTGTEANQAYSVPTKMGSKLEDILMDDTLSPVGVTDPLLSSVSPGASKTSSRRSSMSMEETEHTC
TEAD-YAP inh: TEAD-YAP interaction inhibition, primary screen, TEAD-YAP interaction inhibitor project, luminescence, HEK-TIYL cells | TEAD-Gal4/YAP UAS-luciferase luminescence | inhibition, % at 9.12 µM | 1.4% of 640,000 active; in the data active = inhibition above about 32%;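 also: 0% = median of test compound wells and 100% = reference inhibitor wells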
Active calls of the source: *.

SMILES | FBW7 activator | GPR151 activ | MITF inh | TEAD-YAP inh
COC(=O)c1ccc(C(=O)N2CCC[C@@H]3CN(S(=O)(=O)C(C)C)CC[C@H]32)cc1 | -0.2 | 0.0 | -2 | -2
COC(=O)c1cc(Cc2ccc(NC(C)=O)c(C(=O)OC)c2)ccc1NC(C)=O | 0.1 | 0.9 | -5 | -4
O=C(c1ccccc1)c1cc(Cl)ccc1N1C(=O)C=CC1=O | 0.0 | -1.2 | 4 | -1
Cc1ccccc1-c1nnn(Cc2ccc(Cl)cc2)n1 | 0.1 | 1.1 | -10 | -1
COc1ccc(-c2cc(NCc3cccc(C(F)(F)F)c3)ncn2)cc1 | 0.0 | -0.4 | 13 | -14
COc1ccc(CNC(=O)c2ccc(NC3=NC4CS(=O)(=O)CC4S3)cc2)cc1 (stereo not given) | -0.1 | 0.5 | -3 | -2
Cc1sc2ncnc(SCC(=O)Nc3ccccc3F)c2c1C | -0.2 | -1.1 | -11 | -5
CC(c1ccon1)N(C)C(=O)Cn1nnnc1CN1CCCCCC1 (stereo not given) | 0.1 | 0.4 | -10 | 6
O=C(O)c1ccccc1C(=O)c1ccc(N2CCNCC2)c([N+](=O)[O-])c1 | -0.1 | 1.0 | -6 | 10
COc1cccc(C2(O)CCN(CC(=O)NC(C)C)CC2)c1 | 0.2 | 0.0 | 4 | 0
CSc1nc(C)c(-c2cc3ccccn3c2)cc1C#N | 0.7 | 0.6 | 8 | -4
O=C1CSC(c2ccc(C3SCC(=O)N3c3ccc(Cl)cc3)cc2)N1c1ccc(Cl)cc1 (stereo not given) | -0.1 | -0.5 | 2 | 14
CCc1ccc(C(=O)/C=C\Nc2ccc3c(c2)OCO3)cc1 | 0.1 | 0.6 | -4 | -36
Cc1ccc(Br)cc1S(=O)(=O)N1CCCCC1 | 0.1 | 1.6 | -6 | -3
CCCCCCCCCn1c(NCCN)nc2c1c(=O)[nH]c(=O)n2C | -0.2 | 1.0 | -3 | 6
Cn1nccc1Nc1cc(C(=O)NCCc2ccc(O)cc2)ccn1 | 0.4 | -1.4 | 21 | -11
O=C(CSc1nc2ccccc2c(=O)n1Cc1ccc2c(c1)OCO2)NCCC1=CCCCC1 | 0.5 | 0.8 | 12 | 8
CCCCSC1=C(C#N)C(=O)NC(c2ccc(OC)c(OC)c2)S1 (stereo not given) | -0.1 | -0.1 | 2 | -6
CC1CCc2nc(NC(=O)CSc3nc4ccccc4[nH]3)sc2C1 (stereo not given) | -0.1 | 0.5 | 15 | -2
CCn1ccnc1CN1CCCC(CNC(=O)c2cccc(OC)c2OC)C1 (stereo not given) | -0.2 | 1.2 | -1 | -2
CCOc1ccc(-c2nc(S(=O)(=O)c3ccccc3)c(NC)o2)cc1 | -0.1 | 2.4 | -11 | -3
COc1ccc(S(=O)(=O)N2CCN(CC(=O)Nc3ccc(F)cc3F)CC2)cc1 | -0.2 | 0.0 | 7 | -1
CCCCOc1ccc(-c2nc(C=Nc3cccnc3)c(O)o2)cc1 | 0.1 | 1.6 | -3 | -5
CCOc1ccc(C(=O)Nc2ccc(C(=O)NC3CCCCC3)cc2)cc1OC | 0.5 | -1.8 | 4 | 5
COc1cccc(OCC(=O)Nc2cc3oc4ccccc4c3cc2OC)c1 | 0.6 | -0.5 | -7 | -2
Continued:
SMILES | FBW7 activator | GPR151 activ | MITF inh | TEAD-YAP inh
NC(=O)c1ccc(-c2cc(C(=O)NCCN3CCOCC3)ccn2)cc1 | 0.3 | -1.9 | 10 | 9
Cc1cn(S(=O)(=O)c2c(C)c(C)cc(C)c2C)cn1 | 0.0 | -0.9 | 8 | 6
COc1ccc(NC(=O)CSC2=C(C#N)C(c3ccco3)C(C(=O)Nc3ccccc3OC)=C(C)N2)cc1 (stereo not given) | 0.8 | -0.1 | -3 | -5
CC(=O)Nc1ccc2nc(SCC(=O)N3CCN(c4ccccc4)CC3)sc2c1 | 0.9 | -1.1 | 10 | 14
CCOc1c(S)cnn(-c2ccccc2)c1=O | 0.0 | 0.3 | 0 | 0
CCC1CCc2sc(C(=O)NCCc3ccccn3)cc2C1 (stereo not given) | 0.0 | -0.5 | 6 | -35
CC(C)CC(C(=O)NCc1ccc2c(c1)OCO2)N1Cc2ccccc2C1=O (stereo not given) | -0.1 | 0.0 | -14 | -7
CC1=CCC(C2Nc3ccccc3-c3nnc(SCc4ccc(C)cc4)nc3O2)CC1 (stereo not given) | -0.1 | 0.6 | 2 | -3
Cc1ccc(N2C(=S)N=C(Nc3c(C)cccc3C)C2(C)Cc2ccccc2)cc1Br (stereo not given) | -0.1 | -0.3 | 1 | -1
O=C1c2ccc([N+](=O)[O-])cc2C(=O)N1c1ccc(Cl)cn1 | 0.0 | 0.7 | 8 | 8
CC(C)(C)c1ccc(S(=O)(=O)N2CCNCC2)cc1 | -0.1 | -0.8 | -4 | 7
CCOC(=O)C1(CCOC)CCN(C(=O)c2cc(OC)c(OC)c(OC)c2)CC1 | 0.2 | -0.6 | 10 | -2
CCc1cc(NCc2ccco2)n2nc3nc(C)cc(C)c3c2n1 | 252* | -0.4 | -361 | 12
Cc1ccccc1Cn1cc(NC(=O)c2nc3ncccn3n2)cn1 | 0.4 | 1.6 | 16 | -44
COc1ccc(CN2CCC(C(=O)N(C)Cc3ccccc3)CC2)cc1 | 0.0 | 0.9 | 4 | 1
O=S(=O)(c1ccc(F)c(F)c1)N1CCN(Cc2ccc3c(c2)OCO3)CC1 | 0.1 | 3.3 | 7 | 3
CC1(C)NC(=O)N(CC(O)CN(Cc2ccccc2)Cc2ccccc2)C1=O (stereo not given) | 0.1 | -1.1 | -5 | 1
Cc1cccc(CC(C(=O)O)C(C)C(=O)O)c1 (stereo not given) | 0.4 | -1.3 | 16 | 11
c1ccc(-c2cc(N3CCC4(CC3)OCCO4)nc(-c3cccnc3)n2)cc1 | 0.0 | 0.2 | -6 | -2
CCN1CCCC1CNC(=O)c1c(O)c2c([nH]c1=O)CCCC2 (stereo not given) | 0.1 | 6.8* | 6 | 5
COc1ccccc1C1NC(=O)c2[nH]nc(-c3ccc(C)cc3)c21 (stereo not given) | -0.1 | 1.0 | 9 | 55*
COc1cccc(Nc2ncnc3c2c(-c2ccccc2)cn3-c2ccc(C)cc2)c1 | 0.0 | 0.2 | -1 | 0
Cc1cc(=O)n2c(CCNC(=O)c3c(F)cccc3F)csc2n1 | -0.1 | 2.8 | 3 | 9
O=C(Nc1ccc(Cl)cn1)c1cc([N+](=O)[O-])ccc1N1CCOCC1 | 0.0 | -0.3 | 9 | 8
COc1cccc(-n2nc(C(=O)Nc3ccc(Oc4ccccc4)cc3)c3ccccc3c2=O)c1 | 0.0 | -0.3 | 11 | 4

Looked up by structure from the list above:
SMILES | FBW7 activator | GPR151 activ | MITF inh | TEAD-YAP inh
Cc1ccccc1Cn1cc(NC(=O)c2nc3ncccn3n2)cn1 | 0.4 | 1.6 | 16 | -44
CCOC(=O)C1(CCOC)CCN(C(=O)c2cc(OC)c(OC)c(OC)c2)CC1 | 0.2 | -0.6 | 10 | -2
O=C1c2ccc([N+](=O)[O-])cc2C(=O)N1c1ccc(Cl)cn1 | 0.0 | 0.7 | 8 | 8
O=S(=O)(c1ccc(F)c(F)c1)N1CCN(Cc2ccc3c(c2)OCO3)CC1 | 0.1 | 3.3 | 7 | 3

Going on with the list:
SMILES | FBW7 activator | GPR151 activ | MITF inh | TEAD-YAP inh
COc1ccc(-c2nc(NCc3nc4ccccc4[nH]3)c3ncn(C4CCCCC4)c3n2)cn1 | 0.0 | -0.1 | 6 | 5
CCN(CC)C(=O)CSc1nc2c(sc(=S)n2CCc2ccccc2)c(=O)n1Cc1ccco1 | -0.1 | 0.9 | -3 | -4
O=C(CNC(=S)N(Cc1ccc(F)cc1)C1CCCCC1)NCCC1=CCCCC1 | -0.1 | 0.2 | -5 | 4
COc1ccccc1C1CC(c2c(-c3ccccc3)c3cc(Cl)ccc3[nH]c2=O)=NN1C(=O)CN1CCCCC1 (stereo not given) | 0.3 | -0.6 | 2 | 7
O=C(COc1ccccc1Cl)N/N=C\c1ccc(Cl)c([N+](=O)[O-])c1 | -0.2 | 0.1 | -3 | 7
Cc1cc(C(=O)Nc2ccc(C(=O)O)cc2)c(C)o1 | 0.1 | -7.9 | 5 | 0
COc1ccc(C2C(C#N)=C(N)Oc3n[nH]c(-c4cccs4)c32)c(OC)c1 (stereo not given) | -0.3 | 1.6 | -1 | 9
O=C1c2ccccc2C2c3cc(Cl)cc(Cl)c3OCN12 (stereo not given) | 0.0 | 0.3 | -19 | -2
CC1(C)CC(=O)C(C=NCCN2CCN(C(=S)Nc3ccc(F)cc3)CC2)=C(O)C1 | -0.1 | 1.2 | 6 | 9
CCC(C)/C(C)=N/Nc1nc2ccccc2[nH]1 (stereo not given) | -0.5 | 0.0 | 17 | -24
O=C(NC(Cc1ccccc1)C(=O)O)/C(=C\c1cccc([N+](=O)[O-])c1)NC(=O)c1ccco1 (stereo not given) | 0.0 | -0.8 | 11 | 10
CCc1ccccc1NC(=O)CN(c1cccc(C)c1C)S(=O)(=O)c1ccccc1 | 0.3 | 0.0 | 19 | 3
CCN(CC)C(=O)c1oc2ccc(S(=O)(=O)N3CC(C)CC(C)C3)cc2c1C (stereo not given) | 0.2 | -0.1 | 7 | 40*
Cc1ccc(/C=N/N=C(/c2cccc([N+](=O)[O-])c2)C23CN4CN(CN(C4)C2)C3)cc1 | 0.0 | 0.0 | 4 | 5
COc1ccc(C(=O)Oc2ccc3c(=O)c(Oc4ccccc4Br)coc3c2)cc1 | 0.1 | -0.6 | -11 | -11
CC(=O)C1=C(C)NC(SCC(=O)c2ccc3ccccc3c2)=C(C#N)C1c1sccc1C (stereo not given) | 0.7 | -2.5 | 8 | -4
CCN(CC)c1nc(Oc2ccccc2)nc(Oc2ccccc2)n1 | 0.2 | 0.9 | -4 | -16
CC(C)CCOC(=O)C1C2C=CC3(CN(Cc4cccs4)C(=O)C13)O2 (stereo not given) | 0.1 | -0.1 | 12 | 2
CC1=C(C(=O)OC2CCCCC2)C(c2ccccc2Br)CC(=O)N1 (stereo not given) | 0.1 | -1.1 | -7 | -9
O=C(CC1Nc2ccccc2NC1=O)Nc1ccccc1[N+](=O)[O-] (stereo not given) | -0.1 | -0.2 | 22 | -7
CC[C@@H]1NC(=O)[C@H]2CN(C(=O)c3cccc(C)c3)CCN2C1=O | -0.1 | -0.7 | -4 | 6
CC(=O)N1CCN(C2CC(=O)N(c3ccccc3)C2=O)CC1 (stereo not given) | 0.0 | -0.4 | 12 | 0
O=C(O)c1cc(Sc2cccc(Cl)c2)nc2ccccc12 | 0.0 | -1.0 | -10 | -2
COC(=O)C1=C(C)N(CC(C)C)C(=O)/C1=C\c1cccc(OC)c1O | 0.4 | -0.5 | 13 | -19
COc1ccc(-c2ncnn2-c2ccc(Cl)cc2)cc1 | -0.1 | 1.1 | -7 | 7
The list goes on:
SMILES | FBW7 activator | GPR151 activ | MITF inh | TEAD-YAP inh
Cc1ccc(NC(=O)c2c(-c3ccccc3Cl)noc2C)c(C)c1 | 0.2 | 0.5 | 5 | 14
COc1ccc(OC)c(C2CC(=O)N3CN(c4ccccc4OC)CSC3=C2C#N)c1 (stereo not given) | 0.1 | 1.3 | 19 | 7
CC1CCN(Cc2nnnn2CC(=O)NCC2CCCO2)CC1 (stereo not given) | 0.3 | 4.1 | 8 | 4
COC(=O)CSc1nnc(-c2ccc(NC(=O)c3ccccc3Cl)cc2)n1C | 0.1 | -0.4 | -23 | 14
O=C(COc1ccccc1)NC1CCCCC1NC(=O)COc1ccccc1 (stereo not given) | 0.7 | 0.5 | 5 | 2
COc1ccc(/C=N\NC(=O)c2ccc(O)cc2O)cc1O | -0.2 | 1.7 | -10 | -1
Cc1ccccc1C(=O)Nc1nnc(-c2ccc(F)cc2)o1 | -0.3 | 0.7 | -3 | -9
O=C(c1cnn2ccccc12)N1CCN(c2ccccn2)CC1 | 0.1 | -0.2 | 1 | -16
CCOC(=O)c1sc2ncnc(NCC3COc4ccccc4O3)c2c1C (stereo not given) | 0.1 | -1.0 | -2 | 0
O=C(c1ccccn1)N1CCCN(S(=O)(=O)c2cccc3cnccc23)CC1 | -1.1 | -0.2 | 17 | 9
O=C1c2c(Cl)c(Cl)c(Cl)c(Cl)c2C(=O)N1c1ncn[nH]1 | 0.0 | 3.8 | 2 | 9
O=C(NCc1ccccc1)C1CC12CCN(Cc1nccs1)CC2 (stereo not given) | 0.1 | 0.5 | -54 | -3
O=C(NCCOC12CC3CC(CC(C3)C1)C2)c1cc2cc(Br)ccc2oc1=O | 0.0 | 0.5 | 7 | -2

Exported with two lines to a compound: part of the list above.
Screens in order: FBW7 activator	GPR151 activ	MITF inh	TEAD-YAP inh
CC(C)CCOC(=O)C1C2C=CC3(CN(Cc4cccs4)C(=O)C13)O2 (stereo not given)
→ 0.1	-0.1	12	2
COc1ccc(CN2CCC(C(=O)N(C)Cc3ccccc3)CC2)cc1
→ 0.0	0.9	4	1
Cc1cc(=O)n2c(CCNC(=O)c3c(F)cccc3F)csc2n1
→ -0.1	2.8	3	9
O=C1c2ccc([N+](=O)[O-])cc2C(=O)N1c1ccc(Cl)cn1
→ 0.0	0.7	8	8
O=C1c2c(Cl)c(Cl)c(Cl)c(Cl)c2C(=O)N1c1ncn[nH]1
→ 0.0	3.8	2	9
Cc1ccc(NC(=O)c2c(-c3ccccc3Cl)noc2C)c(C)c1
→ 0.2	0.5	5	14
